Screens deposited in PubChem by several laboratories.
ABCB6 inh 2 = human ABCB6 transporter inhibition. Q9NP58. K562-ABCB6 porphyrin accumulation, flow cytometry, 1 h; stronger effect = lower value. fluorescence ratio to DMSO, % at 10 µM. 360,000 compounds, 0.19% hits. AID 602162;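 active = fluorescence ratio to DMSO below 75%, the collection mean minus 3 SD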;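 also: signal is porphyrin accumulated inside mitochondria; 100% equals median channel fluorescence of DMSO control wells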
CaV13 ICDI inh = Primary screen for inhibitors of IQ motif and Ca2+-dependent inactivation inhibitor domain binding in CACNA1D, Förster resonance energy transfer in living cells, …; HEK cells, CFP/YFP FRET ICDI-IQ, plate reader, 10 min; percent FRET-ratio fall versus neutral wells; inhibition, % at 12.3 µM; 340,000 compounds, 0.098% hits; AID 743397;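 active = mean replicate inhibition of at least 30% and at least 1% of replicates passing that level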;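 also: 0% = median of the neutral control wells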
ABHD5 PLIN5 PPI = ABHD5-PLIN5 protein interaction inhibition. Split G. princeps luciferase complementation, luminescence, 4 h. 360,000 compounds, 0.78% hits. inhibition, % at 4 µM. Q00G26+Q8WTS1;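 active = inhibition above the mean inhibition across every tested compound plus 3 SD, cut at about 22% in these data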;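 also: 0% = DMSO only wells and the 100% control is not disclosed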
H9c2 protect = modulators protecting cardiomyocytes from myocardial damage. protection from H2O2 cell death, % at 20 µM. 360,000 compounds, 0.63% hits. H9c2 cardiomyocytes, H2O2 injury protection, ATPLite, 2 h;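 active = compounds giving at least 50% protection of heart cells from peroxide-induced death in the single-dose screen, raw or plate-pattern-corrected value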;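 also: 0% = DMSO wells with peroxide and 100% = DMSO wells without peroxide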
MC4R ag barr = human MC4R agonism via beta-arrestin; U2OS MC4R beta-arrestin complementation, luminescence; percent of melanotan II response, DMSO zero; 360,000 compounds, 0.98% hits; P32245; AID 540308; activation, % at 8.9 µM;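 active = activation above a per-plate cutoff, the mean activation of sample wells on that plate plus 3 SD, cut at about 8% in these data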
Exocytosis inh = lytic granule exocytosis inhibition | TALL-104 LAMP-1 surface exposure, flow cytometry; cells stimulated with thapsigargin and PMA | inhibition, % at 10 µM | 360,000 compounds, 0.66% hits | AID 651702;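 active = inhibition above about 55%, limit read from the data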
PDI turbidity = PDI (human) enzyme inhibition; P07237; PDI insulin aggregation turbidity, A650, 90 min; inhibition, % at 10 µM; 350,000 compounds, 0.052% hits; AID 588391;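 active = mean inhibition across replicates of 30% or more, whatever share of single replicates reach that level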;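 also: absorbance from insulin aggregation driven by PDI reduction with DTT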
Target sequence (P07237 whole entry, looked up): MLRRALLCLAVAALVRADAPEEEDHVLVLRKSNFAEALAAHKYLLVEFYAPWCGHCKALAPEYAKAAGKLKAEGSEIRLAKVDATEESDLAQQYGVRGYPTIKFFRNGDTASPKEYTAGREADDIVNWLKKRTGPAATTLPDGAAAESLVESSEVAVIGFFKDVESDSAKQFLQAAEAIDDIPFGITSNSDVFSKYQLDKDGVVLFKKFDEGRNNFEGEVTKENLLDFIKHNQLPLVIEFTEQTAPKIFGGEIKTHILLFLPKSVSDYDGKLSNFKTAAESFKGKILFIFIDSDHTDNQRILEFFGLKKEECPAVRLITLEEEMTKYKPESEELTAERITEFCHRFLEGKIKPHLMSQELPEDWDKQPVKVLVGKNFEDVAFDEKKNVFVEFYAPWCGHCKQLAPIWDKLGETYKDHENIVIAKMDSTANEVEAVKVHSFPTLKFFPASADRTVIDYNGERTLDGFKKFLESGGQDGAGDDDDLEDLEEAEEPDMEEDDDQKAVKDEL
m5-HT2A agonist = activates the mouse 5-HT2A serotonin receptor; P35363; CHO-K1 mHTR2A beta-arrestin complementation, luminescence; percent of 30 µM serotonin response; activation, % at 7.6 µM; 360,000 compounds, 0.66% hits; AID 624169;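 active = activation above a run cutoff, the mean activation of all tested compounds plus 3 SD, cut at about 14% in these data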;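 also: 0% = plate median of compound wells and 100% = 30 µM serotonin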
Target sequence (P35363 whole entry, looked up): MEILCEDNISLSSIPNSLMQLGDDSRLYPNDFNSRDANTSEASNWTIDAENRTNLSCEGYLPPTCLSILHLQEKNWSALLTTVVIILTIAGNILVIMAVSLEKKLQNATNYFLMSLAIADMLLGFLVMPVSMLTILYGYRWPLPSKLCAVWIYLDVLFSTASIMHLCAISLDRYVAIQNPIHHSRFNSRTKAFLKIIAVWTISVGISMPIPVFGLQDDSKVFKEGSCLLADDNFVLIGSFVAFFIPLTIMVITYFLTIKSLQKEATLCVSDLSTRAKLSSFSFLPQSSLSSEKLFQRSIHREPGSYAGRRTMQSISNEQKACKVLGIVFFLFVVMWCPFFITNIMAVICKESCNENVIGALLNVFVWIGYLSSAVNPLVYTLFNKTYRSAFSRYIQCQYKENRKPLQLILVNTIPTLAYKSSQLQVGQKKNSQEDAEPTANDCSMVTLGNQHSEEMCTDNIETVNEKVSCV
MC4R antagonist = antagonists of human melanocortin 4 receptor (MC4R). P32245. MC4R-expressing cells, MTII-stimulated cAMP, LANCE TR-FRET. inhibition, % at 6.5 µM. 360,000 compounds, 0.48% hits. AID 540295;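 active = inhibition above its plate's cutoff, the mean of tested wells on that plate plus 3 SD, cut at about 29% in these data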;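 also: 0% = Melanotan II alone and 100% = Melanotan II plus saturating MCL0020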
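Test system: U2OS cells stably expressing human melanocortin 4 receptor (MC4R); also added: Melanotan II challenge; compound: 6.5 µM single dose; timing: 30-min compound preincubation, 1-h Melanotan II challenge, 1-h detection, room temperature; signal: Eu-cAMP/anti-cAMP TR-FRET, emission 671 nm; repeats: one well per compound, no replicates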
Glyco luc inh = blocks N-linked glycosylation in D54 reporter cells. 360,000 compounds, 0.23% hits. D54 ERlucT glycosylation luciferase reporter, 24 h; percent of 100 nM tunicamycin response. reporter increase, % at 12.5 µM;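 active = mean luciferase reporter signal, scaled so untreated is 0 and the glycosylation-blocking control 100, at or above a set limit in every replicate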;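 also: luciferase carries N-glycosylation sites so blocking glycosylation raises the light; 0% = median of neutral control wells and 100% = median of 100 nM tunicamycin wells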
An asterisk follows results filed as active; / = not tested or not shown; & = joins results of further samples.

SMILES	ABCB6 inh 2	CaV13 ICDI inh	ABHD5 PLIN5 PPI	H9c2 protect	MC4R ag barr	Exocytosis inh	PDI turbidity	m5-HT2A agonist	MC4R antagonist	Glyco luc inh
CSc1cccc(NC(=S)N(CCCN2CCCC2)Cc2cccn2Cc2ccc(Cl)cc2)c1	93	-1	20	-26	0.4	93*	-4	-13	17	-1
Cc1ccc(C)c(/C=N/NC(=S)NC(C)C)c1	96	-5	-7	-8	-2.0	6	-12	9	-6	0
CCc1cc(=O)oc2c(C)c(OCC(=O)NCc3ccccn3)ccc12	96	-11	15	5	-1.9	-6	-7	-8	-1	0
Cc1ccccc1S(=O)(=O)Nc1nc2ccccc2nc1NCCO	99	-4	-6	-3	-0.5	-7	0	-2	9	3
COCCCNC(=O)c1cc(Sc2ccc(F)cc2)nc2ccccc12	100	-7	-2	1	0.5	14	-2	-3	-4	0
CCC(C)c1ccc(O)c(NC(=O)c2cncc(Br)c2)c1 (centres undefined)	100	-8	1	-19	1.2	-2	18	1	-14	0
COc1cccc(CN2CC(C(=O)NCCc3cn4cccnc4n3)CCC2=O)c1 (centres undefined)	97	-6	4	-4	-0.1	-4	8	-3	-2	1
c1cncc(CNc2ccc3c(c2)OCO3)c1	96	-2	9	-5	-0.4	-1	-1	2	3	2
COCCN1C(=O)C(CC(=O)Nc2ccc(C(C)=O)cc2)SC1=Nc1ccccc1 (centres undefined)	94&83	-6&-6	-2&3	4&12	-0.3&-0.8	-1&-11	1&3	-3&1	7&3	2&0
COc1ccc(-c2c3c(cc4ncn(Cc5ccccc5)c24)COC3=O)cc1	93	-6	9	18	-0.6	2	-2	3	4	-5
Fc1ccc(CCn2c(Cn3c(-c4cnccn4)nc4ccccc43)nc3ccccc32)cc1	98	-10	1	/	/	2	/	-2	/	/
O=C(NCc1ccco1)C(=O)c1c[nH]c2ccccc12	106	-19	0	-2	1.9	-17	-9	2	5	0
CCOC(=O)CC(NC(=O)c1cc2ccccc2oc1=O)c1cccc([N+](=O)[O-])c1 (centres undefined)	97	-3	5	7	0.5	-3	5	1	25	-2
COc1ccc(N2CC(C(=O)NC3CC(C)(C)NC(C)(C)C3)CC2=O)cc1 (centres undefined)	99	-2	-8	-10	1.3	1	/	0	15	1
Cc1ccc(OCCn2cc(/C=C3\C(=O)NN(c4ccccc4)C3=O)c3ccccc32)cc1	94	-5	0	-1	2.2	3	-14	1	20	-1
Cc1cccc(Cc2cnc(N3C(=N)SC(c4ccccc4)C3=O)s2)c1 (centres undefined)	104	-4	-5	13	-1.1	8	1	2	5	-1
CC(OC(=O)CCN1C(=O)C2CC=CCC2C1=O)C(=O)Nc1ccc(F)cc1 (centres undefined)	103	-3	0	2	-1.8	-1	7	10	-2	3
CC(Sc1nc2sccc2c(=O)n1-c1ccccc1)C(N)=O (centres undefined)	99	-4	4	6	-0.6	-8	-33	-5	6	2
Cc1cc(C)cc(C(=O)NC(=S)Nc2ccc(-c3cc4ccccc4oc3=O)cc2)c1	98	-5	1	-8	-0.6	-2	-1	-1	19	0
Cc1onc(-c2c(F)cccc2Cl)c1C(=O)NNC(=O)C1CCN(Cc2cccc(F)c2)CC1	101	-2	-1	5	-1.9	1	15	1	9	0
O=C1Cc2ccccc2C(=O)N1	105	-5	-12	/	/	-13	/	-2	/	/
N#Cc1cccc(CSc2ncnc(N)n2)c1	96	-4	-5	7	-3.1	3	3	-7	0	1
CC(=O)NCCC(=O)Nc1cc(S(=O)(=O)N2CCCCC2)ccc1Oc1cccc(C)c1	92	-7	2	-1	-4.9	-4	-6	4	20	3
CCSc1nnc(NC(=O)C(C)C)s1	98	-7	6	14	-1.4	-5	4	1	5	-1
Cc1ccc(NC(=O)Cc2c[nH]c3ccccc23)cc1S(=O)(=O)N1CCCCCC1	95	-5	-5	-8	-3.2	2	0	-5	10	0
O=C(c1ccccc1F)N1CCCC(C(=O)N2CCc3ccccc3C2)C1 (centres undefined)	98	4	3	-5	-0.1	-8	12	-2	3	0
Cc1ccc(C(=O)NCC(=O)NCCc2ccc(S(N)(=O)=O)cc2)s1	100	-3	3	3	1.7	-1	-5	3	13	1
Nc1ccccc1C(=O)NN=Cc1cccnc1	99	-12	-6	-15	/	17	/	-5	/	-1
O=C(NCCC1CCCCN1S(=O)(=O)c1ccc(Cl)cc1)C(=O)NCc1ccncc1 (centres undefined)	92	-6	3	2	-1.0	8	4	8	0	-2
O=C(NCc1cccnc1)c1cc(C2CCCN(C(=O)c3ccc4c(c3)CCO4)C2)on1 (centres undefined)	100	-9	0	-4	0.1	-1	6	-1	14	2
Cc1ccc(S(=O)(=O)NCC(=O)N(CC2CCCO2)C(C(=O)NC2CCCCC2)C(C)C)cc1 (centres undefined)	97	-7	-8	-5	1.8	5	-2	10	-4	-1
Cc1ccccc1CCNC(=O)C1CCC(=O)N(CCc2cccc(F)c2)C1 (centres undefined)	96	-7	3	-8	-1.6	0	-6	-3	0	-1
CC(C)Oc1ccc(NC(=O)Oc2ccccc2)cc1	97	/	-6	-15	-0.2	0	-1	-1	-9	-4
Cc1ccc(C2=NN(C(=O)CSc3nnnn3C)C(c3ccco3)C2)cc1 (centres undefined)	111	-15	10	-1	0.4	4	-16	0	5	1
COc1ccc(OCc2nnc(SCC(=O)NNC(=O)c3ccc(C)cc3)n2C)cc1	89	-3	2	-4	-0.3	9	-30	-14	8	0
C#CC(C)(C)NC(=O)CSc1nc2c(c(=O)n(C)c(=O)n2C)n1CCCC	96	-2	-2	-9	-1.5	-1	/	4	5	5
CCOc1ccc(CCNC(=O)CS(=O)Cc2nc(-c3ccc(C)cc3)oc2C)cc1OCC (centres undefined)	97	-2	1	0	-2.7	-2	3	-1	3	3
CC(=O)Nc1ccc(NC(=O)c2csc([C@@H]3C[C@H](O)[C@@H](CO)O3)n2)cc1	94	-5	-1	22	-1.0	-5	-1	0	3	1
CCCC(=O)Nc1cc(Cl)ccc1N1CCN(C(=O)CC)CC1	100	-7	-1	6	-1.2	-11	1	2	5	0
Cc1ccc(S(=O)(=O)N(CC(=O)Nc2ccc(Cl)c([N+](=O)[O-])c2)C2CCCCC2)cc1	98	-4	-3	-11	-1.8	1	2	-6	5	-10
CN(C(=O)c1ccccc1)C1(C)CCS(=O)(=O)C1 (centres undefined)	100	/	-4	-15	-2.2	4	-1	0	-1	0
CSCC[C@H](NC(=O)OC(C)(C)C)C(=O)N/N=C/c1cccc2nccnc12	99	-3	0	4	-0.6	-4	20	7	3	2
O=C(Nc1ccc(F)cc1)C(c1ccccc1)N1CCN(CC(=O)N2CCCC2)CC1 (centres undefined)	99	-2	-2	4	-1.2	4	-13	2	4	0
Cn1c(Cn2nnc3ccccc32)nnc1SCC(=O)c1ccc(F)cc1	98	-7	-5	0	0.3	0	4	5	11	-2
CCCNC(=O)C1(C)CCCN(C(=O)c2cc(F)cc(F)c2)C1 (centres undefined)	99	-6	2	-1	-1.9	14	13	12	-10	1
CC(C)CN1C(=O)c2ccc(NC(=O)Cc3ccccc3)cc2C1=O	96	6	-10	1	-1.5	-2	-1	-4	6	0
CCCCc1c(-c2ccccc2OC)ncn1Cc1cccc(-c2ccccc2)c1	119	-10	6	/	/	53	/	3	/	/
CCOP(=O)(c1ccccc1Cl)C1(O)CCCCC1 (centres undefined)	99	0	-3	6	-1.2	0	5	-5	-3	6
COc1ccc(S(=O)(=O)N(C)C[C@@H]2Oc3ccc(NS(=O)(=O)c4cn(C)cn4)cc3C(=O)N([C@@H](C)CO)C[C@@H]2C)cc1	102	-4	7	4	-1.0	-1	1	4	7	3
O=C(CC(C(=O)O)c1ccccc1)c1cccs1 (centres undefined)	104	-8	0	4	1.1	6	4	7	21	0
O=C(CCc1nnc(C2CCCCC2)o1)NCc1ccc(F)c(F)c1	98	2	9	2	-0.4	0	7	4	1	-1
CC(C)c1nnc(NC(=O)COc2ccccc2[N+](=O)[O-])s1	97	-4	5	8	0.6	2	1	-1	-2	-1
COc1ccc(-c2csc(Nc3ncccc3C)n2)cc1	95	-5	-3	-20	-2.1	-2	-8	-6	0	-7
COc1ccc(C(=O)NC(=S)NC(C)(C)C)cc1Br	95	/	-12	-6	0.9	-1	-4	0	1	1
COc1ccc2[nH]c(=O)c(-c3nnn(-c4ccc(Cl)nc4)n3)cc2c1	99	/	0	28	-0.9	-3	-6	-4	0	-2
O=C(CCS(=O)(=O)c1ccc(F)cc1)Nc1nccs1	93	-14	12	4	4.3	-4	-3	4	-2	-6
Cc1c(NC(=O)c2ccc(S(=O)(=O)N3CCOCC3)cc2)cccc1[N+](=O)[O-]	97	-4	-4	-11	-4.9	1	0	7	1	-1
COc1ccc(OCC(=O)O/N=C(\N)c2ccc(OC)cc2)cc1	103	-4	4	-17	-0.2	0	2	-2	-2	-2
CCOC(=O)C1CCN(C(=O)Cn2cc(C#N)c3ccccc32)CC1	102	/	0	4	0.7	1	14	-2	5	-1
COc1ccc(-c2nc3c(c4nnc(SC(C)C(=O)Nc5ccc(C)cc5)n24)COC(C)(C)C3)cc1 (centres undefined)	100	-17	-1	6	-0.1	-3	-2	4	20	-2

The results go on:
SMILES	ABCB6 inh 2	CaV13 ICDI inh	ABHD5 PLIN5 PPI	H9c2 protect	MC4R ag barr	Exocytosis inh	PDI turbidity	m5-HT2A agonist	MC4R antagonist	Glyco luc inh
COn1c(-c2ccc(Cl)cc2)nc2ncccc21	85	-7	3	-4	-1.2	10	7	6	-11	0
CCC(C)Sc1nnc(Cc2cc(=O)[nH]c(=O)[nH]2)n1-c1ccc(F)cc1 (centres undefined)	95	-18	-2	-3	-0.2	-3	3	-5	2	1
O=C(CNC(=O)c1ccc(Br)cc1)NCC(=O)OCC(=O)c1ccc([N+](=O)[O-])cc1	96	-5	-12	0	-0.2	-3	5	-2	9	2
Nc1nc(-c2ccccc2Br)cs1	104	/	7	-3	3.9	1	3	0	2	0
OCC1(CCOc2ccccc2)CCN(Cc2cc(Cl)ccc2O)CC1	103	-4	0	5	4.0	35	3	5	24	1
O=C(COc1ccccc1Cl)Nc1ccc(C(=O)c2ccc(C(=O)O)cc2)cc1	96	-3	1	9	-4.4	0	-3	-2	1	0
CC(=O)N1CCC(N(C(=O)Nc2ccc(C)c(C)c2)C2CCCC2)CC1	95	/	-8	-5	-1.3	2	8	-4	4	0
COc1cccc(NC(=O)c2cnc(SCC(=O)NCc3ccc4c(c3)OCO4)n(C)c2=O)c1	94	-6	2	19	-4.8	-10	3	-3	16	12
